Assay outcomes as filed in PubChem.
FECH block: inhibitors of human ferrochelatase, primary screen, biochemical, purified FECH, Ni-mesoporphyrin absorbance. AID 1671448, 2021. actives 3.3% (n = 20,000). Ni-mesoporphyrin absorbance 550 nm. calls only at 10 µM (by protocol);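 active means enzyme reaction rate more than 3 SD below the solvent-only control wells on the same plate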;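 further: lower slope than DMSO wells means FECH inhibition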
Target sequence (P22830 whole entry, looked up): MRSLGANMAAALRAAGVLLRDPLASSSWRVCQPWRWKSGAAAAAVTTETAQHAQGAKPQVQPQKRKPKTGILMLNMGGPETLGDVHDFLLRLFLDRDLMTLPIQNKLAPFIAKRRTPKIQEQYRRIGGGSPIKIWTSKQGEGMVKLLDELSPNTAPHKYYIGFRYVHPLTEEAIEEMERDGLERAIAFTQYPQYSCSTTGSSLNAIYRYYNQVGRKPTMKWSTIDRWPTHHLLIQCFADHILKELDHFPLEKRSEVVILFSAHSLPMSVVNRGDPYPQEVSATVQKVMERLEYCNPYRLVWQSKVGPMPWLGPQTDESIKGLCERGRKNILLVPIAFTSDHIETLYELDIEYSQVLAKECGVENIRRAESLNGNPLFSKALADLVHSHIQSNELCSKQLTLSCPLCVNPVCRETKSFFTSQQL
Calls only; i = inactive; + = active, no number. A portion of the library. The share of hits here may be higher or lower than overall.

SMILES	FECH block
COc1ccccc1-c1cc2n(C)c(C)c(CCC(=O)Nc3ccc(F)cc3)c(=O)n2n1	i
O=C(NCCn1c(-c2ccncc2)nc2cccnc21)Nc1cccc(Br)c1	i
CCc1ccc(-n2c(CN3CCN(S(=O)(=O)c4ccccc4)CC3)nc3cccnc32)cc1	i
CS(=O)(=O)c1ccc(-c2ccc(CN3CCCC3)cc2)cc1	i
Cc1nn(C)cc1-c1ccnc(N(C)Cc2cccc(CN(C)C)c2)n1	i
CCC1C(=O)N(C)CCN1C(=O)c1cc(COc2ccccc2OC)[nH]n1 (configuration not stated)	i
C=CC[C@@H]1CC=C[C@@H](CC=C)N1C(=O)c1cc2n(n1)CCCN(C(C)=O)C2	i
COc1ccc(N2C(=O)CCS2(=O)=O)cc1S(=O)(=O)Nc1cccc(C(C)=O)c1	i
CCC1CCCCN1C(=O)Cn1c(=O)n(CC2CCC(C(=O)NC)CC2)c(=O)c2sccc21 (configuration not stated)	i
CCCNC(=O)Cn1c(=O)n(Cc2ccc(C(=O)NCCC)cc2)c(=O)c2cc(OC)c(OC)cc21	i
O=c1[nH]nc(C2CCN(C/C=C/c3ccco3)CC2)n1-c1ccccc1	i
Cc1cccc(CN(C)Cc2cn[nH]c2-c2ccc(F)cc2)c1O	i
CCCc1cc(Sc2ccc(NC(=O)c3cc(OC)c(OC)c(OC)c3)cc2)n2ncnc2n1	i
O=C(Cc1cc2c(cc1Cl)OCCO2)NCc1cccnc1-n1ccnc1	i
CCc1cc(Sc2ccccc2NC(=O)C2CCC2)n2nc(C)nc2n1	i
Cc1cc(CN(C)Cc2ccc(-n3cccn3)cc2)n[nH]1	i
Cc1ccc(C(C(=O)NCCN2CCCOC2=O)N(C)C)cc1 (configuration not stated)	+
Cc1ccc(S(=O)(=O)Nc2ccc(Sc3c(C)c(C)nc4ncnn34)cc2)cc1	i
Cc1cccnc1NCCNC(=O)c1cn2cccc(C)c2n1	i
Cc1cc(F)ccc1S(=O)(=O)N1CCCn2cncc2C1	i
Cc1ccc(-c2nnc(-c3nc(NCc4ccccc4F)c4ccccc4n3)o2)cc1	i
Cc1ccc(Oc2ncccc2CNC(=O)c2nc[nH]c2C)cn1	i
c1ccc(-c2nc[nH]c2-c2cccc3nsnc23)cc1	i
CC(C)c1cc(CN2CCN(c3nc4ccccc4n3CCO)CC2)on1	i
Fc1cccc(Nc2nc(NCc3ccco3)nc3c2cnn3-c2ccccc2)c1	i
CCC1=C(c2ccc(OC)cc2)S(=O)(=O)N(CC(=O)NCc2ccc(C)cc2)C1=O	i
CC(C)(O)C#Cc1cccc(C(=O)N2CCc3nc[nH]c3C2)c1	i
O=C(c1cc(=O)n(-c2ccccc2)[nH]1)N1CCOC(c2ccc(F)cc2)C1 (configuration not stated)	i
COC(=O)[C@@H]1C[C@@H](O)CN1C(=O)CN1CCOc2ccccc2C1	i
COc1cccc(NC(=O)CN2CCCN(Cc3ccc(Cl)cc3)S2(=O)=O)c1	i
CCOc1ccc(NC(=O)CN2CCN(Cc3cccc(C)c3)S2(=O)=O)cc1	i
Cc1ccc(F)cc1CC(=O)NCc1ccccc1-n1cncn1	i
Cc1ccc(C)c(S(=O)(=O)NCc2nc3cccnc3n2C)c1	i
Cc1cc(COc2ccccc2)oc1C(=O)N1CC(c2ccncc2)C1	i
CC(C)Cn1cncc1CNC1CCCNC1 (configuration not stated)	i
C[C@@]1(O)CCN(C(=O)Cn2ccccc2=O)C[C@@H]1Cc1ccccc1	i
CCC(=O)Nc1ccc(S(=O)(=O)NCCn2c(-c3ccc(C)cc3)nc3cccnc32)cc1	+
COc1ccccc1NC(=O)CN1CCN(Cc2ccccc2C)S1(=O)=O	i
COc1ccc(S(=O)(=O)N2CCN(Cc3nc4cccnc4n3-c3ccccc3)CC2)cc1	i
CCOC(=O)c1ccccc1NC(=O)N1CCC(n2cnc3cccnc32)CC1	i
CCN(CC)Cc1cnc2c(C(=O)N3CCn4cccc4C3C)cnn2c1 (configuration not stated)	i
COc1ccc(-c2noc(CSCC(=O)Nc3cc(OC)cc(OC)c3)n2)cc1	i
C=CCNC(=O)COc1nc(CC)nc2onc(-c3ccc(F)cc3)c12	i
Cc1nc2nc(C3CC3)[nH]n2c(=O)c1NC(=O)Nc1ccc(Cl)cc1	i
Cc1ccc(-n2c(CN3CCN(S(=O)(=O)c4ccccc4C)CC3)nc3cccnc32)cc1	i
Cc1nc(N2CCC(C(O)CC(C)C)CC2)c2ccsc2n1 (configuration not stated)	i
Cc1ccc(S(=O)(=O)Nc2cnc(N3CCC(CCN4CCCCC4)CC3)c(C(=O)O)c2)cc1	i
O=C(CCNC(=O)c1cc(C2CC2)[nH]n1)Nc1nccs1	i
Cc1cc(NC(=O)c2ccc(C(F)(F)F)cc2)n(-c2ncnc3c2cnn3-c2cccc(Cl)c2)n1	i
Cc1cc(=O)[nH]c(NCCNCc2cnc(-c3ccccc3C)s2)n1	i
O=C1CN(Cc2cccc(Br)c2)S(=O)(=O)c2ccccc2N1Cc1cccc(F)c1	i
COc1cccc(S(=O)(=O)NCCn2c(C(F)(F)F)nc3cccnc32)c1	i
Cc1cc2n(n1)CCN(c1cc(N3CCOCC3)nc(N)n1)C2	i
Cn1c(=O)c(C(=O)Nc2ccccn2)nc2ccccc21	+
CCOCCCN1C(=O)c2c(NC(C)=O)c3cc(F)ccc3n2CC1(C)C(=O)NC1CCCCC1 (configuration not stated)	i
Cc1ccnc(CC(C)N(C)C(=O)c2cc3cnccc3nc2C)c1 (configuration not stated)	i
CCc1cc(NCc2ccc3c(c2)OCO3)nc(N2CCOCC2)n1	i
CCN(CCN(C)C)c1ncc(NS(=O)(=O)c2cc(C)c(C)cc2C)cc1C(=O)O	i
O=C1CC(=O)Nc2cc(S(=O)(=O)Nc3ccc4c(c3)OCO4)ccc2N1	i
CCc1nccc(-c2nccn2CCn2ccnc2)n1	i
Other results
SMILES	FECH block
Cc1nc(OCC(=O)NCc2cccc(Br)c2)c2c(C)c(C)oc2n1	i
Cc1nc2nc(CN(C(=O)c3ccccc3F)c3ccccc3)nn2c(C)c1Cl	i
O=C(NC1CC(=O)N(c2cccc(F)c2)C1)c1ccc2c(c1)OCO2 (configuration not stated)	i
CCS(=O)(=O)Nc1ccc(C(=O)N[C@@H](C)c2ncccc2C)cc1	i
O=C(CN1CCCN(Cc2cccc(F)c2)S1(=O)=O)Nc1ccccc1Cl	i
CCn1c(C2CCN(C(=O)c3cnc(C)cn3)CC2)nn(C)c1=O	i
CN1C[C@@H](N)C[C@H]1C(=O)NCC1CCN(CCc2ccccc2)CC1	i
Cc1nc(NC(=O)N2CCCC(C(C)(C)O)C2)nn1C (configuration not stated)	i
COCCn1c(CNC(=O)c2ccccc2Br)nc2cccnc21	i
Cc1ccc(C)c(NC(=O)NCCc2nc3cccnc3n2C2CCCCC2)c1	i
COc1ccc(NC(=O)N2CCN(c3cc(-c4cccc(C)c4)ncn3)CC2)cc1OC	i
COc1ccccc1-c1nc(CSc2nc(-c3cccnc3)cc(=O)[nH]2)c(C)o1	i
CCOC(=O)c1ccccc1NC(=O)CN1CCN(Cc2ccc(F)cc2Cl)S1(=O)=O	+
CC(C)(C)c1ccc(C(=O)NCCn2c(CCc3ccccc3)nc3cccnc32)cc1	i
COc1ccc(NCc2cc(=O)n3[nH]c(NCc4ccccc4)nc3n2)c(OC)c1	i
CCc1ccc(NC(=O)CCc2nc(-c3cc4ccc(C)cc4[nH]c3=O)no2)cc1	i
COc1ccc(C(=O)Nc2nc3n(n2)C(c2ccc(F)cc2)C=C(c2ccc(C)cc2)N3)cc1 (configuration not stated)	i
CC(C)c1noc(C2CCN(CCC(=O)Nc3cc(F)ccc3F)CC2)n1	i
C=CCN(CC=C)C(=O)CNC1CCN(S(C)(=O)=O)CC1	i
O=C(c1cccc(C(F)(F)F)c1)C1CCCN(Cc2c[nH]c(=O)[nH]c2=O)C1 (configuration not stated)	i
CCOc1ccc(N2CC(NC(=O)C3CC3)CC2=O)cc1 (configuration not stated)	i
COc1cccc(OC)c1C(=O)NCc1nc2cccnc2n1Cc1ccc(C)cc1	i
CCn1nc(CC(C)C)cc1C(=O)N1CCC2(CC1)CC(C(=O)O)N(C)C2 (configuration not stated)	i
Cc1cc(C)c(S(=O)(=O)NCc2nc3cccnc3n2CC(C)C)cc1C	i
Cc1nc(CCNC(=O)CSCc2ccccc2Cl)cc(=O)[nH]1	i
CCOC(=O)C1CCN(S(=O)(=O)c2cc(N3C(=O)CCS3(=O)=O)ccc2C)CC1	i
Cc1[nH]cnc1-c1c(-c2ccccc2)ncn1C	i
Cc1ccc(C2(O)CCN(c3ncccc3F)CC2)nc1	i
COc1cccc(CN(C)Cc2cc(C(C)(C)C)n[nH]2)c1O	i
Cc1ccc(N(Cc2nc3nc(C)c(Cl)c(C)n3n2)C(=O)CC(C)C)cc1	i
Cc1ccc(CN(CCN(C)C)C(=O)CC2CNCCO2)s1 (configuration not stated)	i
O=C(Cn1cc(-c2ccccn2)cn1)Nc1ccn(Cc2ccccc2)n1	i
CN(Cc1ccco1)C(=O)CN1C(=O)CCc2cc(S(=O)(=O)N3CCCC3)ccc21	i
CC1(C)CNC(=O)c2nc(-c3ncc[nH]3)[nH]c2C1	i
Cc1cccnc1CC(C)NC(=O)c1cc(C(C)C)n2ncnc2n1 (configuration not stated)	i
Cc1ccnc(CC(C)N(C)C(=O)c2cnn(Cc3ccccc3)c2)c1 (configuration not stated)	i
CC(NCCC(=O)NC1CCCCC1)c1cc(F)cc(F)c1 (configuration not stated)	i
CCOc1c(NCc2ccc(C)cc2)c(=O)c1=O	i
c1nc(N2C[C@@H]3[C@H](C2)[C@H]2CC[C@@H]3O2)c2cc[nH]c2n1	i
CCOc1ccc(Cn2c(CNS(=O)(=O)c3cccc(Cl)c3)nc3cccnc32)cc1	i
COCc1nc2cccnc2n1C1CCN(S(=O)(=O)c2ccccc2C)CC1	i
COc1ccc(CNS(=O)(=O)c2ccc(N3C(=O)CCS3(=O)=O)cc2)cc1	i
COCCn1c(CNC(=O)c2cc(OC)c(OC)c(OC)c2)nc2cccnc21	i
Cc1nc2nc(CN3CCCC3c3nc4ccccc4s3)cc(=O)n2[nH]1 (configuration not stated)	i
COc1ccc(NC(=O)CN2CCN(Cc3ccccc3Cl)S2(=O)=O)cc1Cl	i
Cc1cccc(C(C(=O)NCCSc2n[nH]c(C)n2)N(C)C)c1 (configuration not stated)	i
Cn1ccnc1-c1c(-c2ccccc2)ncn1CC(=O)N1CCNCC1	i
Cc1cc(F)ccc1Nc1c(-c2ccc3c(c2)CCCC3)c(=O)c1=O	i
COc1cccc(CN2CCN(Cc3c(C)cc(C)cc3C)S2(=O)=O)c1	i
CNC(=O)c1[nH]nc2c1C(CCSC)CC(=O)N2 (configuration not stated)	i
Cc1ccc(F)c(C(=O)NC(C)c2nnc3n2CCNCC3)c1Cl (configuration not stated)	i
COCCNC(=O)C1CCCN(C2CCN(c3ncccc3C(=O)O)CC2)C1 (configuration not stated)	i
Cc1ccccc1-c1ccc(-c2nccn2CCC(N)=O)cc1	i
Cc1nn(C(C)C)c(C)c1CN(C)CC(=O)NCc1ccccc1F	i
COc1ccc(S(=O)(=O)N2CCN(c3nc(C)cc(Nc4ccc(C)cc4)n3)CC2)cc1C	i
CC(C)c1cc(C2CCN(C(=O)COc3ccc4c(c3)OCO4)CC2)[nH]n1	i
Cc1ccsc1C(CNC(=O)c1ccc2c(c1)no[n+]2[O-])N(C)C (configuration not stated)	i
CC(C)CCNC(=O)c1nc[nH]c1C(=O)NCc1ccccc1	i
Cc1cccc(S(=O)(=O)N2CCN(Cc3nc4cccnc4n3-c3cccc(F)c3)CC2)c1	i
COc1ccccc1NC(=O)C1CCCN1S(=O)(=O)c1cc2c(cc1C)NC(=O)CO2 (configuration not stated)	i
(listing goes on)
SMILES	FECH block
CN(C)C(=O)c1ccc2c(c1)N(CC(=O)N1CCN(Cc3ccccc3)CC1)C(=O)C1CCCCN21 (configuration not stated)	i
Cc1cc(C)n(C(C)CNC(=O)C2(Oc3cccnc3C)CCNCC2)n1 (configuration not stated)	i
CCOC(=O)Cn1c(=O)c2cnc(-c3ccc(OC)cc3)nc2n(C)c1=O	i
CN(C)S(=O)(=O)N1CCC(c2nnc(C(=O)Nc3ccc4c(c3)OCO4)s2)CC1	i
CC(C)c1nccn1Cc1cc(C(=O)NCC2CCCO2)n[nH]1 (configuration not stated)	i
Cc1noc2ncnc(NCCc3ccc(S(N)(=O)=O)cc3)c12	i
COc1ccc(N2C(=O)CCS2(=O)=O)cc1S(=O)(=O)N1CCCCC1	i
CC(C)C1CN(C(=O)CN2C(=O)CNC2=O)CCC(=O)N1CC1CC1 (configuration not stated)	i
CC(C)CC(=O)NC1CC(=O)N(c2ccc(Cl)cc2)C1 (configuration not stated)	i
